# B2AR arrestin: qHTS assay of beta-arrestin-biased ligands of beta2-adrenergic receptor; beta-arrestin recruitment to beta2AR, cell-based reporter; Potency, µM (titrated, usually from 46.1 µM), for the others: at the highest dose activation, actives largely listed as activators; 330,000 compounds, 0.02% hits;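 further: potency means the concentration at half of the fitted maximal effect; 0% = DMSO controls and full agonism = EC100 isoproterenol or metaproterenol; nearly all actives have a fitted effect of over 65% in size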
# USP2a inh: qHTS Assay for Inhibitors of Ubiquitin-specific Protease USP2a Using CHOP2 as the Reporter; Ubiquitin carboxyl-terminal hydrolase 2 (Homo sapiens), O75604; USP2 core, Ub-CHOP2 coupled fluorogenic reporter, 485/531; Potency, µM (highest dose often 38.3 µM), for inactives: at the highest dose activity change, negative = inhibition, usual class: inhibitors; 330,000 compounds, 0.01% hits; AID 463254, 2010;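 further: potency means the concentration at half of the fitted maximal effect; plate controls were DMSO wells for no effect and full inhibition by NEM control for full effect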
#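 Deubiquitinase activity read as fluorescence (485/531 nm) after Ub-CHOP2 cleavage activates the enterokinase reporter on its substrate; USP2 core 10nM, Ub-CHOP2 and substrate 25nM each, 30min compound preincubation then 60min RT; data normalized to NEM, curves fitted.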
# TSHR antagonist: Antagonists of the Thyroid Stimulating Hormone Receptor: HTS campaign. activity change, negative = inhibition, % at 11.5 µM. TSHR-expressing cells, TSH-stimulated cAMP HTRF, 2 h; hits give low values. Thyrotropin receptor (Homo sapiens), P16473. 330,000 compounds, 0.2% hits. AID 504810, 2011;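 active means activity change below a set negative limit, meaning inhibition stronger than a set level, cut at about -70% in these data; inconclusive means activity change between two set negative limits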; further: on the % scale 0 is the no-effect control and ±100 the full control effect
# Target sequence (P16473 whole entry, looked up): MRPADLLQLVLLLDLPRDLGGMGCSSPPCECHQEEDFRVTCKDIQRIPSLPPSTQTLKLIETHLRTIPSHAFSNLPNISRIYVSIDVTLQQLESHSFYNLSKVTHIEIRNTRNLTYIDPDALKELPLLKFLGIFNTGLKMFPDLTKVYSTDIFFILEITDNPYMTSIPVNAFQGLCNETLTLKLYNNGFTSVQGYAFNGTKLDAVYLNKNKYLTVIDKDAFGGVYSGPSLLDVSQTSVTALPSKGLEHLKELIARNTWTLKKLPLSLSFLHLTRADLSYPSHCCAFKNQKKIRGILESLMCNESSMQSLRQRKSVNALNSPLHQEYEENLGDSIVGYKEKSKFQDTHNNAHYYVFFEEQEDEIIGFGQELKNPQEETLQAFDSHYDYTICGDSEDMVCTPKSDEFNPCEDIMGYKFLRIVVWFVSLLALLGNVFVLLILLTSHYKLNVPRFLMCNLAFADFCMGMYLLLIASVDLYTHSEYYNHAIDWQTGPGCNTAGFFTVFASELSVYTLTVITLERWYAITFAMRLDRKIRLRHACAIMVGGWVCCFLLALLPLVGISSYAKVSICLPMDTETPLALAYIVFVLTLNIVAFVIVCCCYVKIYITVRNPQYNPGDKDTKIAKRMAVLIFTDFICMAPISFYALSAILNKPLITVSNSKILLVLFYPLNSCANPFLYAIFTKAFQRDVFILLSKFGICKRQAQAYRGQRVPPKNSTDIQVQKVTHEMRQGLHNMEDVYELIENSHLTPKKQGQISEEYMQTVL
#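 Cell-based HTRF cAMP assay; TSHR cells + compound, TSH EC80 (4nM final), 2 h, 37 deg C. Lysis with anti-cAMP cryptate and cAMP-d2, 30 min RT, read 665/620 nm.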
# PTAP TSG101 blk: qHTS Assay for Iinhibitors of HIV-1 Budding by Blocking the Interaction of PTAP/TSG101; Tumor susceptibility gene 101 protein (Homo sapiens), Q99816; Fluorescence polarization, FITC-PTAP peptide / Tsg101 binding; 340,000 tested, under 10 active; Potency, µM (doses to about 115 µM), for the others: top-dose activity change, negative = inhibition, most hits filed as inhibitors; active means well fitted inhibition curve with a large enough effect in the main read-out, with a control signal flat, not every such curve was filed as active; inconclusive means small, poorly fitted or top-dose-only effect, or effect the other way, or a change in a side signal; inactive means no such curve, though single readings can be large or run the other way; further: potency means the concentration at half of the fitted maximal effect; % of control where 0% means no effect
#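 Compounds were pin-transferred onto Tsg101 binding domain (10 uM final) in HEPES pH 7.5 buffer, then FITC-PTAP peptide was added at 50 nM final. After 20 min at RT, polarization reported peptide displacement across a qHTS concentration series.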
# BCR signal inh: qHTS Assay to Find Inhibitors of Chronic Active B-Cell Receptor Signaling | 340,000 compounds, 0.05% hits | ABC-DLBCL IkBa-CBG/CBR reporter, luminescence ratio, 4 h | Potency, µM (titrated, usually from 46.1 µM), for the others: at the highest dose ratio change, negative = lower green/red ratio, usual class: inhibitors; active means well fitted inhibition curve with a large enough effect in the signal ratio, with a control signal flat, not every such curve was filed as active; inconclusive means small, poorly fitted or top-dose-only effect, or effect the other way, or a change in a side signal; the % refers to the signal ratio;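 further: potency means the concentration at half of the fitted maximal effect; plate controls were basal doxycycline-induced cells for no effect and cells given 10 µM MG132 for full effect; MG132 reads +100%, hits lower the ratio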
#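 Concentration-response series (up to 46 uM) were applied to TMD8 dual-reporter cells for 4 h at 37C with doxycycline. Green/red ratio, after filter-overlap correction, defined %Activity; red signal alone was normalised to basal cells and zero luminescence.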
# uPA generation: qHTS for Inhibitors of Cell Surface uPA Generation | Potency, µM (titrated, usually from 38.3 µM), without a hit: top-dose activity change, negative = inhibition, most hits filed as inhibitors | 330,000 compounds, 0.31% hits | cell surface uPA generation assay, qHTS; active means well fitted inhibition curve with a large enough effect; inconclusive means small, poorly fitted or top-dose-only effect; inactive means no such curve, though single readings can be large or run the other way; tested in mouse RAW 264.7 cells; further: potency means the concentration at half of the fitted maximal effect; on the % scale 0 is the no-effect control and ±100 the full control effect; nearly all actives have a fitted effect of over 55% in size
# Tb PFK block: qHTS Assay to Find Inhibitors of T. brucei phosphofructokinase | 330,000 compounds, 0.17% hits | Potency, µM (series often up to 57.5 µM), for the others: top-dose activity, negative = inhibition, most hits filed as inhibitors | T. brucei PFK, ADP-Glo luminescence;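 further: potency means the concentration at half of the fitted maximal effect; 0% = uninhibited 1x PFK enzyme wells and -100% = no-enzyme wells; nearly all actives have a fitted effect of over 60% in size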
#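 Compounds were pin-transferred as a titration series up to 57 uM into substrate buffer (0.5 mM F6P, 0.1 mM ATP, pH 8.0), then 1.25 nM PFK was added and reactions ran 45 min before ADP-Glo detection.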
# Mito fusion yeast: qHTS Assay for Small Molecule Inhibitors of Mitochondrial Division or Activators of Mitochondrial Fusion | 320,000 compounds, 0.23% hits | AID 485298, 2010 | Potency, µM (highest dose often 46.1 µM), for the others: at the top dose growth rescue (activation), actives largely listed as activators | S. cerevisiae fusion-defective mutant growth rescue, CellTiterGlo 48 h;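 further: potency means the concentration at half of the fitted maximal effect; % of control where 0% means no effect; nearly all actives have a fitted effect of over 45% in size; temperature-sensitive fusion mutants such as fzo1-1 at 37 °C on non-fermentable ethanol glycerol medium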
#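 Compounds are tested for their ability to restore growth of mitochondrial fusion-defective yeast strains at non-permissive 37C in YPEG medium over 48 hours. Viability is quantified by luciferase luminescence.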
# TCR activator: Activators of T cell receptors: qHTS campaign | primary human leukocytes, anti-CD3, IL-2 HTRF, 48 h | Potency, µM (highest dose often 9.22 µM), for inactives: top-dose activation of IL-2 secretion, most hits filed as activators | 330,000 tested, under 10 active | AID 504894, 2011; further: % of control where 0% means no effect
#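 Primary human leukocytes were stimulated with a-CD3 beads plus compounds for 48 hr without co-stimulation; secreted IL-2 was quantified by HTRF using a-IL-2-K (europium cryptate) and a-IL-2-d2, excited at 320nm with acceptor emission read at 665nm.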
# ELG1 repair inh: qHTS screen for small molecules that inhibit ELG1-dependent DNA repair in human embryonic kidney (HEK293T) cells expressing luciferase-tagged ELG1; Potency, µM (series often up to 46.1 µM), inactives show top-dose activity change, negative = inhibition, most hits filed as inhibitors; HEK293T ELG1-luciferase reporter, luminescence, 16 h; DNA damage induced by 5-fluorouridine; 330,000 compounds, 2.3% hits; AID 504467, 2011; further: potency means the concentration at half of the fitted maximal effect; on the % scale 0 is the no-effect control and ±100 the full control effect; nearly all actives have a fitted effect of over 55% in size
#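 5-Fluorouridine DNA damage + compound/DMSO, 2,000 cells/well, 16 h, 37 °C/5% CO2. ONE-Glo, 30 min RT, luminescence. Readout = decrease in reporter signal.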
# Eya2 phos inh: qHTS Assay for Inhibitors of the Phosphatase Activity of Eya2. Protein phosphatase EYA2 (Homo sapiens), O00167. recombinant Eya2, OMFP fluorescence dephosphorylation (OMFP is methylfluorescein phosphate). Potency, µM (series often up to 76.9 µM), for the others: at the top dose activity, negative = inhibition, hits mostly inhibitors. 330,000 compounds, 0.006% hits. AID 488837, 2010; further: potency means the concentration at half of the fitted maximal effect; on the % scale 0 is the no-effect control and ±100 the full control effect
#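 Eya2 (0.2 uM) preincubated 10 min at ambient with compound, then OMFP substrate added at 50 uM; 10 min reaction in 50 mM HEPES pH 7.5, 50 mM NaCl, 5 uM MgCl2, 0.05% BSA, 1 mM DTT. Fluorescence read at Ex 485/Em 525 nm.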
# The depositor's hits bear a star; ? = inconclusive; · = no result given; [ ] = remark or other dose. Unless noted, the call rests on the fitted dose curve; in most records, active means well fitted curve in the direction sought with a large enough effect; inconclusive means small, poorly fitted or top-dose-only effect, or another doubt; inactive means no such curve, though single readings can be large; an effect the other way counts as inactive or inconclusive.
SMILES,B2AR arrestin,USP2a inh,TSHR antagonist,PTAP TSG101 blk,BCR signal inh,uPA generation,Tb PFK block,Mito fusion yeast,TCR activator,ELG1 repair inh,Eya2 phos inh
Cc1occc1C(=O)N/N=C/C(Br)=C/c1ccccc1,1.0%,2%,-1,-2%,?,-13%,-4%,4%,-5%,?,1%
N/C(=N\OC(=O)C1CCCCC1)c1cccc([N+](=O)[O-])c1,-1.5%,-4%,-2,-4%,?,·,-11%,3%,1%,?,4%
Cc1ccc(SCC(=O)NCCSCc2ccccc2)cc1,0.0%,0%,-11,1%,-1%,-3%,0%,16%,2%[46.1 µM],12%,1%
CCOC(=O)[C@@H]1[C@H]2COc3ccc(Br)cc3[C@H]2N2C(=O)N(c3ccc(F)cc3)C(=O)[C@@]12C,-1.4%,1%,-2,-4%,-19%,4%,0%,-1%,-5%,0%,-12%
Cc1ccccc1/C=N/n1c(C2CCCCC2)n[nH]c1=S,-0.3%,-3%,-16,-3%,-2%,-2%,0%,-17%,2%,2%,0%
O=C(CN(Cc1cccs1)S(=O)(=O)c1ccc(S(=O)(=O)N2CCCCC2)cc1)Nc1ccccc1,-0.2%,4%,-2,-2%,1%,-2%,-1%,-5%,2%[46.1 µM],-15%,-5%
C=C(Cl)COc1ccc2c(CC)cc(=O)oc2c1,0.1%,3%,3,-7%,?,-4%,-2%,7%,-1%,24%,1%
C/C(=N\NC(=O)c1cc(C2CC2)nc2ccccc12)c1ccc(C)s1,-1.0%,0%,-4,1%,-27%,-8%,-1%,-1%,0%,0%,-7%
O=C(Nc1ccc(Br)cc1)c1cccc(OC(=S)N2CCOCC2)c1,0.4%,-2%,-14,1%,?,3%,-1%,4%,-2%,-24%,-7%
CC1=C(C(=O)NCCN2CCN(C)CC2)C2(CCC(C)CC2)OC1=O (stereo unspecified),2.2%,3%,8,-2%,-1%,-1%,-1%,0%,-1%,-5%,-8%
CCN(Cc1ccccc1)C(=O)CCS(=O)(=O)c1ccc2c(c1)CCN2C(C)=O,0.0%,2%,8,0%,6%,3%,0%,4%,-2%,4%,1%
O=C(c1cccs1)N1CCN(S(=O)(=O)N2CCOCC2)CC1,-0.3%,1%,8,1%,14%,1%,-3%,-4%,1%,3%,5%
Cc1ccc(-c2noc(-c3cc(C(C)(C)C)nn3Cc3ccccc3)n2)cc1,-0.9%,0%,0,1%,-9%,3%,0%,2%,1%,-18%,-23%
CC1Cc2ccccc2C(CCc2ccccc2)=N1 (stereo unspecified),0.5%,2%,3,0%,0%,7%,3%,-20%,-6%,-6%,-11%
Cc1ccc(C)c(NC(=O)CSc2nc(C)cs2)c1,-0.1%,2%,1,-1%,7%,-1%,-2%,-8%,-3%,-5%,17%
COc1ccc(OC)c(NC(=O)COc2coc(CN3CCCc4ccccc43)cc2=O)c1,0.1%,-2%,-25,1%,-7%,-2%,9%,6%,·,-17%,-2%
COc1cccc(NC(=O)C2CC(=O)n3cnnc3S2)c1 (stereo unspecified),0.3%,-1%,-6,-1%,0%,-8%,11%,-19%,3%,-9%,6%
NC(=O)c1sc(-c2ccsc2)cc1NS(=O)(=O)c1ccc(C(F)(F)F)cc1,0.0%,-7%,-13,-11%,0%,3%,-1%,16%,5%,18µM*,-18%
Cc1cc(C)c(OCC(=O)Nc2cccc(O)c2)cc1C,-0.1%,0%,-28,6%,-8%,1%,18%,16%,-2%,?,-36%
O=C(COc1ccccc1)NCC(c1cccs1)N1CCOCC1 (stereo unspecified),-1.0%,3%,-5,-3%,16%,0%,-1%,0%,-1%[46.1 µM],3%,2%
CN(C)/C=C1/OC(=O)C(C#N)=C1c1ccc(Cl)cc1,-0.1%,-1%,-7,0%,3%,11%,-3%,-11%,-52%,-1%,2%
COC(=O)c1ccc(COC(=O)c2ccc(CS(=O)(=O)c3ccc(C)cc3)cc2)cc1,-0.1%,1%,-7,-3%,8%,7%,-8%,-2%,-1%,-3%,-13%
Cn1cc(Cl)c(C(=O)NC2CCCCCC2)n1,-0.2%,0%,6,-2%,-1%,0%,3%,-1%,0%,?,8%
Cc1ccc2c(C)c(C(=O)N(C)Cc3nccn3C)oc2c1C,-0.3%,0%,-5,-2%,2%,-11%,0%,-1%,-1%,9%,1%
Cc1cc(C)cc(OCC(=O)Nc2cccc(S(=O)(=O)NC3=NCCC3)c2)c1,-1.1%,-6%,4,-1%,-16%,?,2%,-1%,-6%,-18%,-16%
O=C1NC(Cc2ccc(O)cc2)c2nc3cc(F)ccc3c(=O)n2-c2cc(Cl)ccc21 (stereo unspecified),-0.3%,8%,2,·,2%,·,-1%,·,·,14%,13%
CCOc1ccc(OCCn2c(SCC(=O)O)nc3ccccc32)cc1,0.0%,0%,-12,4%,?,-14%,-1%,1%,-26%,-9%,21%
CCc1ccc2nc3sc(C(=O)O)cc3cc2c1,-0.1%,2%,10,-4%,6%,-6%,5%,0%,-2%,-8%,-12%
O=C(NNc1ccnc2cc(Cl)ccc12)C1CCCCC1,0.1%,-1%,-21,1%,?,-2%,4%,-1%,4%,0.52µM*,7%
Cc1cccc(C(=O)NCc2nnc(SCC(=O)NC3CCCC3)n2C)c1,0.1%,1%,5,-8%,-1%,6%,2%,-4%,13%,?,12%
CC(C)OP(=O)(c1ccc(N(C)C)cc1)C(O)c1c(Cl)cccc1Cl (stereo unspecified),-0.2%,1%,0,-3%,2%,4%,-2%,2%,·,2%,-16%
CC(=O)Nc1ccc(S(=O)(=O)N2CCC3(CC2)CC(=O)c2ccccc2O3)cc1,-0.5%,0%,-1,-6%,8%,2%,0%,-1%,4%,11%,4%
Cc1cc(C(=O)NC2CC(C)(C)Cc3c2cnn3-c2ccccc2)n(C)n1 (stereo unspecified),0.0%,0%,-3,-2%,0%,-10%,5%,-8%,4%,5%,-6%
O=C(NCc1ccccc1)NC1(C(=O)N2CCN3CCCC3C2)CCCCC1 (stereo unspecified),0.1%,2%,20,-7%,11%,3%,1%,1%,-3%[46.1 µM],-10%,-6%
CC(C)(C)c1ccc(C(=O)N2CCN(S(=O)(=O)c3ccc(Br)s3)CC2)cc1,-0.3%,-1%,18,-10%,1%,10%,3%,?,·,?,-4%
N#Cc1cc(-c2ccc(Cl)cc2)cn(Cc2c(Cl)cccc2Cl)c1=O,1.0%,1%,19,1%,11%,·,1%,3%,·,-1%,6%
O=S1(=O)CC(NCc2ccccc2)C(Nc2ccccc2)C1 (stereo unspecified),-0.1%,1%,7,-7%,5%,-5%,-1%,3%,6%,-1%,0%
Cn1c(N)nc2ccccc2c1=O,-0.1%,1%,0,1%,?,0%,1%,0%,-2%,?,6%
Cc1cccc(NC(=O)CSc2nc(NS(=O)(=O)c3ccccc3)cc(=O)[nH]2)c1,-1.4%,1%,9,0%,-10%,-3%,?,-1%,10%,6%,-4%
COc1cc(C(=O)Nc2ccncc2)cc(OC)c1OC,-0.2%,0%,1,-8%,-7%,2%,-1%,-5%,7%,?,-3%
O=C(CSc1nnc(COc2ccc(Cl)cc2)o1)Nc1ccc(N2CCOCC2)cc1,-0.1%,2%,17,-1%,-14%,2%,0%,1%,3%,-15%,24%
Cc1cc(=O)n2[nH]c(-c3cccc(Cl)c3)cc2n1,-1.0%,1%,-4,-7%,?,-6%,0%,-3%,-7%,?,1%
O=C(NCC1CCCO1)Nc1ccccc1 (stereo unspecified),0.4%,4%,-5,-5%,6%,-1%,-7%,-4%,5%,?,4%

# The order is random; about 3% have a hit in one of these screens.
